TRPC4 inh: TRPC4 (mouse) channel inhibition. 300,000 tested, 0.39% active. HEK293 TRPC4beta/mu-opioid, DAMGO-evoked Fluo4 calcium flux; hits give low values. Q9QUQ5. B-score at 10 µM. AID 2247;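 active means B-score over 3 SD under the library average, no early fluorescence shift, positive overall ratio signal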
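Assay system: HEK293 cells with stable TRPC4beta plus mu-opioid receptor expression; Probe or stimulus: DAMGO in two steps, submaximal then maximal; Dosing: single-point compound dosing; Measured by: Fluo4 calcium-dye fluorescence, kinetic read; Read-out basis: B score from integrated Fluo4 fluorescence ratio.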
TMEM16A act: activates or potentiates the mouse TMEM16A chloride channel | Q8BHY3 | HEK293 TMEM16A/YFP-H148Q/I152L, iodide quench fluorescence; hits give low values | B-score at 10 µM | 340,000 tested, 0.3% active | AID 623877;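 active means fluorescence-ratio B-score plate-corrected deviation score at least 3 library SD below zero, with starting fluorescence score within 5 deviations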;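 further: channel opened by trigger with iodide after compound preincubation; score built on the fluorescence ratio of max minus min over baseline; more negative score means more quench and so TMEM16A activation or potentiation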
TRPC4 agonist: TRPC4 (mouse) channel activation; Q9QUQ5; HEK293 TRPC4beta/mu-opioid, Fluo4 calcium fluorescence; hits give high values; B-score at 10 µM; 310,000 tested, 0.49% active; AID 2237;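 active means B-score above 5 SD of library B-scores, and initial fluorescence ratio not above library mean plus 5 SD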;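 further: positive B-score marks a calcium rise read as TRPC4 activation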
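Incubation: 45 min room-temperature Fluo4 loading, 110 s read / System: HEK293 cells stably co-expressing mouse TRPC4beta and mu-opioid receptor / Signal: Fluo4 fluorescence, kinetic / Control set: buffer (low) and maximal DAMGO (high) / Measure: integrated baseline-normalised fluorescence ratio, converted to per-well B score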
TRPC6 act: activators of mouse TRPC6 channel; HEK293-TRPC6 membrane potential dye fluorescence; hits give high values; 310,000 tested, 0.13% active; B-score at 10 µM; Q61143;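 active means B-score of the integrated fluorescence ratio above library mean plus 3 SD, and starting fluorescence ratio within library mean plus 5 SD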;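 further: higher score means more depolarization so channel activation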
MrgX1 agonist: human MrgX1 receptor agonism, primary screen; MrgX1-HEK293 cells, Fluo-4 calcium fluorescence, agonist mode; hits give high values; B-score at 10 µM; 310,000 tested, 0.44% active;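 active means calcium response B-score plate-corrected fluorescence ratio at least 3 library SD, with starting fluorescence B-score inside 5 SD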
Target sequence (Q96LB2 whole entry, looked up): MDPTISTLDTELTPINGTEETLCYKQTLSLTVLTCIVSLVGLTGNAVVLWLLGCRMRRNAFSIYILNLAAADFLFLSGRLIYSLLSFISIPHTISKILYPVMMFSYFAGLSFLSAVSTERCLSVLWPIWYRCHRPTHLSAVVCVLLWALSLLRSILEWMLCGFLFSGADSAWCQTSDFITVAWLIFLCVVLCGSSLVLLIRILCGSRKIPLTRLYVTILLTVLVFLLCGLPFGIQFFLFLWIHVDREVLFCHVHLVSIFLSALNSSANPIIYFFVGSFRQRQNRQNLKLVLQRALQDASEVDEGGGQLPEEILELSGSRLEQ
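Assay system: MrgX1-expressing HEK293 cells / Amount: fifteen thousand cells per well / Doses: test compound in the initial addition of three / Timing: cells plated overnight, dye loaded 0.5 h 37 °C, 0.5 h room temperature / Technique: kinetic calcium dye fluorescence, Fluo-4 NW / Control set: positive and negative controls per plate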
TMEM16A inh: blocks the mouse calcium-activated chloride channel TMEM16A; Q8BHY3; HEK293 TMEM16A/YFP iodide influx fluorescence, ionomycin; normalized B-score (activity score, 25-100; higher = stronger inhibition) at 10 µM; 310,000 tested, 1.2% active;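 active means ratio plate-corrected score three or more library SD toward inhibition, starting fluorescence score within five deviations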;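 further: score derived from kinetic fluorescence span divided by baseline fluorescence per well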
TRPC6 inhibitor: blocks the mouse TRPC6 cation channel. Q61143. HEK293-TRPC6, membrane potential dye, ACh-evoked depolarization; hits give low values. B-score at 10 µM. 310,000 tested, 1.1% active. AID 2553;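 active means B-score under library mean minus 3 SD, initial fluorescence not abnormally high, positive integrated signal ratio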;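 further: B-score derived from integrated fluorescence ratio over the kinetic read; more negative B-score means stronger inhibition of depolarization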
TRPC4 potent: TRPC4 (mouse) allosteric potentiation; Q9QUQ5; HEK293 TRPC4beta/mu-opioid, DAMGO EC20, Fluo-4 Ca2+ flux; hits give high values; B-score at 10 µM; 310,000 tested, 0.42% active; AID 2227;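 active means B-score of calcium response area above 5 SD of library B-scores, with initial fluorescence ratio within 5 SD of library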;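 further: B-score of integrated fluorescence ratio over time as area under calcium response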
MrgX1 antag: blocks BAM8-22 activation of human MrgX1 receptor; Q96LB2; MRGX1-HEK293 calcium flux, Fluo-4, BAM8-22 antagonism; hits give low values; B-score at 10 µM; AID 588676; 310,000 tested, 1.3% active;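 active means calcium-response B-score plate-corrected more than 3 library SD below zero, starting fluorescence within 5 deviations, no agonist response on first addition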;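 further: peak minus trough fluorescence over baseline after final BAM8-22 challenge near maximal dose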
RGS4 block: inhibitors of human RGS4; B-score at 10 µM; HEK293 M3R/RGS4 inducible, Fluo-4 calcium flux; hits give high values; triggered by carbachol at its EC20; P49798; 310,000 tested, 0.45% active; AID 463165;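 active means B-score, a plate-corrected calcium signal, over three deviations above library mean, with baseline fluorescence within five deviations of library mean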;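 further: RGS4 expression induced by doxycycline in cells with stable M3 receptor; B-score is computed from the integrated fluorescence ratio over baseline after carbachol; higher B-score means a larger calcium signal and so more RGS4 inhibition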
Target sequence (P49798 whole entry, looked up): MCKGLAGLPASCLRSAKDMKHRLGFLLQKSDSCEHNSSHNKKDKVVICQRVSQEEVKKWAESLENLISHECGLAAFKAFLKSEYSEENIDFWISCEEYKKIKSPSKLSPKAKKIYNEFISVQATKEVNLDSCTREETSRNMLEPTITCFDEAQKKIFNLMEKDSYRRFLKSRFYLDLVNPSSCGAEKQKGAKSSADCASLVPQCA
MrgX1 PAM: allosterically activates human MrgX1 receptor signaling; B-score at 10 µM; 310,000 tested, 0.63% active; Q96LB2; MrgX1-HEK293, Fluo-4 calcium flux, FDSS; hits give high values; AID 588675;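 active means plate-corrected calcium response at least 3 library SD above typical, normal starting fluorescence, not activating the receptor alone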;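 further: compound read alongside a low EC10 to EC30 dose of BAM8-22 agonist; peak minus trough fluorescence over baseline measured at the second addition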
Numbers without * were called inactive; i = inactive; x = no result given.

molecule | TRPC4 inh | TMEM16A act | TRPC4 agonist | TRPC6 act | MrgX1 agonist | TMEM16A inh | TRPC6 inhibitor | TRPC4 potent | MrgX1 antag | RGS4 block | MrgX1 PAM
COc1ccc(-n2cc(CN(C)C3CCOCC3)c(-c3cccc(F)c3)n2)cc1 | i | i | i | i | i | i | i | i | i | i | i
COC(=O)C1CCN(C(=O)c2ccc(OC3CCN(Cc4ccccn4)CC3)cc2)CC1 | i | i | i | i | i | i | i | i | i | i | i
CC(C)(C)NCC(O)CON=C1c2ccccc2-c2ccccc21 (configuration not stated) | i | i | i | i | i | i | i | 10* | i | i | i
CCC1(c2ccccc2)NC(=O)N(CC(=O)Nc2ccccc2C(=O)N2CCCCC2)C1=O (configuration not stated) | i | i | i | i | i | i | i | i | i | i | i
COc1cccc(-c2noc(CCC(=O)NCCc3ccccc3)n2)c1 | i | i | i | i | i | i | i | i | i | i | i
Cc1nnc2sc(SCC(=O)Nc3ccc(Br)cc3)nn2c1=O | i | i | i | i | i | i | i | i | i | i | i
COc1ccc(OC)c2c1cc(C(=O)N[C@@H](C)C(=O)N[C@@H](C(=O)O)c1ccccc1)n2C | i | i | i | i | i | i | i | i | i | i | i
O=C(NC(N1CCCCCC1)C(Cl)(Cl)Cl)c1ccccc1Cl (configuration not stated) | i | i | i | i | i | i | i | i | i | i | i
CCOC(=O)CSc1nc2sc3c(c2c(=O)n1CC)CC(C)(C)OC3 | i | i | i | i | i | i | i | i | i | i | i
COc1ccc(C)cc1Nc1nc(-c2ccccc2O)nc2ccccc12 | i | i | i | i | i | i | i | i | i | i | i
Cc1nn(CC(O)COc2ccc3c(c2)CCC3)c(C)c1Br (configuration not stated) | i | i | i | i | i | i | i | i | i | i | i
COc1ccccc1N1CCN(S(=O)(=O)c2ccc(-c3cnc(C4CC4)o3)cc2)CC1 | i | i | i | i | i | i | i | i | i | i | i
Cc1sc(NC(=O)c2ccco2)nc1-c1ccccc1 | i | i | i | i | i | i | i | i | i | 7* | i
c1ccc2[nH]c(-c3ccc4c(c3)OCO4)nc2c1 | i | i | i | i | i | i | i | i | i | i | i
CC(=O)N1c2ccc(S(=O)(=O)N3CCC(C(=O)NCc4ccc(Cl)cc4)CC3)cc2CC1C (configuration not stated) | i | i | i | i | i | i | i | i | i | i | i
O=C(COc1ccccc1)NC(=S)Nc1ccc(Br)cn1 | i | i | i | i | i | i | i | i | i | i | i
Cc1cccc(NCC(=O)N/N=C\c2ccccn2)c1 | i | i | i | i | i | i | i | i | i | i | i
CC(=O)N1C(=O)/C(=C2\SC(=S)N(c3c(C)n(C)n(-c4ccccc4)c3=O)C2=O)c2ccccc21 | i | i | i | i | i | i | i | i | i | i | i
Oc1cccc(C=Nc2cccc3ccccc23)c1O | i | i | i | i | i | i | i | i | i | i | i
Cc1ccc(NC(=O)CCC(=O)NNC(=O)C(C)(C)C)c(C)c1 | i | i | i | i | i | i | i | i | i | i | i
CS(=O)(=O)N(CC(=O)Nc1ccccc1)Cc1ccc(Cl)cc1 | i | i | i | i | i | i | i | i | i | i | i
O=C(CCN(NC(=O)c1ccccc1)C1=NS(=O)(=O)c2ccccc21)NC1CCCCC1 | i | i | i | i | i | i | i | i | i | i | i
O=C(NN=C1CCC(c2ccccc2)CC1)c1ccccc1-n1cccc1 (configuration not stated) | i | i | i | i | i | i | i | i | i | i | i
COc1cccc(CNC(=O)CCCn2ccc3cc(S(=O)(=O)N4CCCC4)ccc32)c1 | i | i | i | i | i | i | i | i | i | i | i
Cc1sc2ncnc(N(C)CCc3ccccn3)c2c1C | i | i | 80* | i | i | i | i | i | i | i | i
O=C(N/N=C/c1cc([N+](=O)[O-])ccc1O)/C(=C\c1cccs1)NC(=O)c1ccccc1 | i | i | i | i | i | i | i | i | i | i | i
Cc1cc(C)n2nc(S(=O)(=O)N(C)Cc3ccccc3)nc2n1 | i | i | i | i | i | i | i | i | i | i | i
COc1ccccc1OC(C)C(=O)Nc1ccc(S(=O)(=O)Nc2nccs2)cc1 (configuration not stated) | i | i | i | i | i | i | i | i | i | i | i
CCN=C1S/C(=C/c2ccc(-c3ccc(F)cc3)o2)C(=O)N1CC | i | i | i | i | i | i | i | i | i | i | i
Cc1ccccc1CNC(=O)CC1C(=O)NCCN1CC1CCCCC1 (configuration not stated) | i | i | i | i | i | i | i | i | i | i | i
CCOC(=O)N1CCC(NC(=O)C2CCN(C(=O)c3cc4oc(C)cc4n3Cc3c(F)cccc3Cl)CC2)CC1 | i | i | i | i | i | i | i | i | i | i | i
Cn1c(=NC(=O)C2CCN(S(=O)(=O)c3cccs3)CC2)sc2ccccc21 | i | i | i | i | i | i | i | i | i | i | i
CN(C)/C=C/C(=O)c1ccc(-n2cccc2)cc1 | i | i | i | i | i | i | i | i | i | i | i
Cc1cc2c(c(=O)o1)C(c1cccs1)C(C#N)=C(N)O2 (configuration not stated) | i | i | i | i | i | i | i | i | i | i | i
CC(C)N1CN(c2ccccc2)C(=S)N(c2ccccc2)C1 | i | i | i | i | i | i | i | i | i | i | i
CCC(=O)Nc1cccc(C(=O)OCc2cccc([N+](=O)[O-])c2)c1 | i | i | i | i | x | x | i | i | x | i | x
CCOc1cccc(/C=C2\NC(=S)N(c3ccccc3)C2=O)c1O | i | i | i | i | i | i | i | i | i | i | i
O=C(N/C(=C/c1ccc(Br)cc1)C(=O)N1CCOCC1)c1ccco1 | i | i | i | i | i | i | i | i | i | i | i
Cc1cc(C)nc(SCC(=O)Nc2ccc(S(=O)(=O)Nc3nccs3)cc2)n1 | i | i | i | i | i | i | i | i | i | i | i
O=C(CNC(=O)c1cccs1)Nc1ccc2c(c1)OCCO2 | i | i | i | i | i | i | i | i | i | i | i
O=C(CCN1C(=O)c2ccccc2C1=O)NCc1ccccc1 | i | i | i | i | i | i | i | i | i | i | i
CCc1cc(=O)oc2cc(C)cc(OCC(=O)NC3CC3)c12 | i | i | i | i | i | i | i | i | i | i | i
O=C(c1ccc(S(=O)(=O)N2CCCCC2)cc1)N1CCN(Cc2ccc3c(c2)OCO3)CC1 | i | i | i | i | x | x | i | i | x | i | x
O=C(COc1ccc(Cl)cc1Cl)NNC(=S)NC(=O)c1ccco1 | i | i | i | i | i | i | i | i | i | i | i
CCOP(=O)(c1ccc(N(C)C)cc1)C(O)c1cccnc1 (configuration not stated) | i | i | i | i | i | i | i | i | i | i | i
Cc1ccc(-c2oc3ccccc3c(=O)c2O)cc1 | i | i | i | i | i | i | i | i | i | i | i
Cc1ccccc1Cn1nnc(-c2ccc3c(c2)OCO3)n1 | i | i | i | i | i | i | i | i | i | i | i
COc1ccc(OCC(=O)Nc2ccc(N3CCCCC3)cc2)cc1 | i | i | i | i | i | i | i | i | i | i | i
CN(Cc1cnccn1)C(=O)CC1C(=O)NCCN1Cc1c(F)cccc1Cl (configuration not stated) | i | i | i | i | i | i | i | i | i | i | i
O=C(N/N=C1\C2CN3CCN(C2)CC1(c1ccccc1)C3)c1ccc(F)cc1 | i | i | i | i | i | i | i | i | i | i | i
COc1ccc(C(=O)Nc2ccc(C(F)(F)F)n(C)c2=O)cc1 | i | i | i | i | i | i | i | i | i | i | i
Cc1cc(Cl)ccc1OCC(O)CNCCc1ccc(S(N)(=O)=O)cc1 (configuration not stated) | i | i | i | i | i | i | i | i | i | i | i
CC(=O)NCCOc1ccc2oc3ccccc3c2c1 | i | i | i | i | i | i | i | i | i | i | i
CC(C)Oc1ccc(C(=O)Nc2ccc(S(=O)(=O)N3CCN(C)CC3)cc2)cc1 | i | i | i | i | i | i | i | i | i | i | i
O=C(CSc1nnnn1-c1ccc2c(c1)CCC2)NCc1cccs1 | i | i | i | i | i | i | i | i | i | i | i
NC(=O)CSc1ccc(F)cc1 | i | i | i | i | i | i | i | i | i | i | i
COc1ccc(NC(=O)C(CCSC)NC(N)=O)cc1Cl (configuration not stated) | i | i | i | i | i | i | i | i | i | i | i
CCOc1ccc(C(C)(C)C)cc1S(=O)(=O)N1CC(C)OC(C)C1 (configuration not stated) | i | i | i | i | i | i | i | i | i | i | i
CCOc1ccc(NC(=O)Nc2ccc3c(c2)nc(C)n3C)cc1 | i | i | i | i | i | i | i | i | i | i | i
Oc1ccc(/C=N/N(c2ccccc2)c2ccccc2)c(O)c1O | i | i | i | i | i | i | i | i | i | i | i

(next part)
molecule | TRPC4 inh | TMEM16A act | TRPC4 agonist | TRPC6 act | MrgX1 agonist | TMEM16A inh | TRPC6 inhibitor | TRPC4 potent | MrgX1 antag | RGS4 block | MrgX1 PAM
O=C(NCc1ccc2c(c1)OCO2)C1Cc2ccccc2CN1C(=O)c1ccco1 (configuration not stated) | i | i | i | i | i | i | i | i | i | i | i
COc1ccccc1C(=O)N1CCCC1(C#N)c1ccccc1 (configuration not stated) | i | i | i | i | i | i | i | i | i | i | i
Clc1ccc(OCCN2CCOCC2)cc1Cl | i | i | i | i | i | i | i | i | i | i | i
Cc1ccc(Nc2nc(-c3sc(NC(=O)c4ccccc4)nc3C)cs2)cc1 | i | i | i | i | i | i | i | i | i | i | i
Cc1cc(C)c(C)c(S(=O)(=O)NC(C)C(=O)O)c1C (configuration not stated) | i | i | i | i | i | i | i | i | i | i | i
COc1ccc(OCCCC(=O)Nc2ccc(N3CCCCC3)cc2)cc1 | i | i | i | i | i | i | i | i | i | i | i
O=S(=O)(Nc1nc2ccccc2nc1Cl)c1ccc(F)cc1 | i | i | i | i | i | i | i | i | i | i | i
O=C(CN1C(=O)c2ccccc2C1=O)N1CCN(C2c3ccccc3-c3ccccc32)CC1 | i | i | i | i | i | i | i | i | i | i | i
Cc1ccc2c(c1)N(CC(=O)N1CCCCC1)C(=O)CO2 | i | i | i | i | i | i | i | i | i | i | i
